Screening data as filed in PubChem BioAssay.
aSyn yeast inh: rescues yeast growth from alpha-synuclein toxicity; Yeast expressing alpha-synuclein, growth rescue, BacTiter-Glo, 24 h; Potency, µM (doses to about 46.1 µM), inactives show top-dose growth rescue (activation), actives largely listed as activators; actives 0.14% (n = 370,000); note: potency is the fitted concentration of half-maximal effect; % of control where 0% means no effect; nearly all actives have a fitted effect of over 65% in size
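Screening used galactose-induced yeast with toxic alpha-synuclein levels, exposed to compound for 24 hr at 30 deg C. Cell growth, read with BacTiter-Glo luminescence, gave the measured signal.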
KB-V1 cytotox: KB-V1 MDR subline cytotoxicity. AID 1347076. Potency, µM (highest dose often 46.1 µM), for the others: at the top dose activity change, negative = cytotoxicity, usual class: cytotoxic. KB-V1 MDR cells viability, CellTiter-Glo, 72 h. actives 3.4% (n = 400,000); note: potency is the fitted concentration of half-maximal effect; % is set by controls: 0 for no effect and ±100 for the full control effect; nearly all actives have a fitted effect of over 60% in size
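Potencies derive from concentration-effect curves fitted to normalized luminescence (CellTiter-Glo) of KB-V1 cells treated for 72 h at 37 degrees C in phenol-red-free DMEM containing 10% FBS.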
PTHR1 ag: activates the human parathyroid hormone receptor PTHR1; Q03431; HEK293 GP2 PTHR1 cells, GloSensor cAMP luminescence, 1 h; Potency, µM (doses to about 115 µM), inactives show at the top dose activation, most hits filed as activators; actives 0.075% (n = 410,000); note: potency is the fitted concentration of half-maximal effect; nearly all actives have a fitted effect of over 55% in size; some results filed as inactive show a strong effect at the top dose; inactives centre near -15; many of its hits are not listed in these tables
Target sequence (Q03431 whole entry, looked up): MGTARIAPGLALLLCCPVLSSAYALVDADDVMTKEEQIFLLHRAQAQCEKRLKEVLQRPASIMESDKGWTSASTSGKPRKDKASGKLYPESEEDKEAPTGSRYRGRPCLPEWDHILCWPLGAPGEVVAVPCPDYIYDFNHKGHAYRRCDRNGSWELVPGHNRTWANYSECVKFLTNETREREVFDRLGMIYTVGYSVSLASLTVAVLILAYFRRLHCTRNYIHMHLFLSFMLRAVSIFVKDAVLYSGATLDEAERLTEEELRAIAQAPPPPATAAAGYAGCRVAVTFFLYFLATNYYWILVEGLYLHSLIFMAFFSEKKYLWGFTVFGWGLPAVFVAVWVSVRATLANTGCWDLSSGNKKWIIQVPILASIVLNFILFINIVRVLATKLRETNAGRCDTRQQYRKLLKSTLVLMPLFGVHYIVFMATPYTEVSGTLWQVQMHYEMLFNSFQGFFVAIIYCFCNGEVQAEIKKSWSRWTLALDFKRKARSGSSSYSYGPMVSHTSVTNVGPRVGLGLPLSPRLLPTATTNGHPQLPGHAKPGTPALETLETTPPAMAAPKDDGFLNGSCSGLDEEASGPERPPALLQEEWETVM
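HEK-293-derived GP2 cells expressing PTHR1 and a GloSensor cAMP reporter, 3,000/well, plated overnight, given luciferin plus IBMX (each 0.5 mM as added) for 1 h at 37 °C, then compound for 1 h at 37 °C. Luminescence was read after 15 min at room temperature.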
HEK293 tox: cytotoxic in the GLP-1 receptor inverse agonist counter-screen; Potency, µM (series often up to 38.3 µM), without a hit: top-dose activity change, negative = inhibition, actives largely listed as inhibitors; actives 0.13% (n = 410,000); HEK293 cAMP-luciferase reporter cells, luminescence, 24 h;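 note: loss of luciferase light is scored as toxicity; potency is the fitted concentration of half-maximal effect; % is set by controls: 0 for no effect and ±100 for the full control effect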
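1536-well qHTS counterscreen of the MLSMR; 200 cells/uL, 12 h pre-incubation, 23 nL cpd, 24 h at 37 deg C 5% CO2, luciferase detection reagent, 12 min RT, luminescence. Inhibition = undesired.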
D3 ag: D3 dopamine receptor (human) agonism; P35462; D3R DiscoveRx beta-arrestin cells, luminescence, 90 min; max activation, %; actives 0.58% (n = 410,000); AID 652048; in the data active = max activation above about 30%; note: 0% is about no effect; mostly tested at two doses, the higher about 12 µM
Target sequence (P35462 whole entry, looked up): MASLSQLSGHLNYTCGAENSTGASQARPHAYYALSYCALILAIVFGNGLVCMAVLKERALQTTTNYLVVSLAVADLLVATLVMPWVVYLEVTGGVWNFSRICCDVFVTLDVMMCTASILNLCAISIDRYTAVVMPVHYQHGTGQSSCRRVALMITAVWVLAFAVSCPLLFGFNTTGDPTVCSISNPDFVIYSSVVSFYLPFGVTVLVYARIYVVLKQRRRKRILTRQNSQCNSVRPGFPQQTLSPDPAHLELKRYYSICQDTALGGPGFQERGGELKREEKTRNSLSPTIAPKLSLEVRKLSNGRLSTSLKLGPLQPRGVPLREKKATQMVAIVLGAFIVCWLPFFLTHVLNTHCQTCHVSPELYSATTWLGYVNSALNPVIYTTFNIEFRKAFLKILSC
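Agonist mode: compounds and dopamine controls were applied to plated cells for 90 min at 37 degrees C after an overnight attachment at 1500 cells/well. Luminescent read-out followed 30 - 60 minutes at room temperature with DiscoveRx detection reagent.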
GLP-1R inv ag: inverse agonists of human GLP-1 receptor. HEK293 GLP-1R CRE-luciferase, luminescence, 24 h; GLP-1R form is constitutively active. AID 624417. actives 1.6% (n = 410,000). Potency, µM (titrated, usually from 38.3 µM), for the others: top-dose activity change, negative = inhibition, hits mostly inhibitors. P43220; note: potency is the fitted concentration of half-maximal effect; % is set by controls: 0 for no effect and ±100 for the full control effect; nearly all actives have a fitted effect of over 55% in size
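qHTS in 1536-well format: reporter HEK293 cells expressing constitutive GLP-1R activity in DMEM + 10% Nu serum, 24 hr with compounds at 37 deg C, luminescence read after 12 min with detection reagent.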
D3 antag: blocks the human D3 dopamine receptor; actives 2.5% (n = 360,000); P35462; D3R cells, DiscoveRx beta-arrestin luminescence, antagonist mode; active compounds read low; max response, negative = inhibition, %; in the data active = max response below about -50%; inconclusive = no clear call, values can overlap the other calls; note: % is set by controls: 0 for no effect and ±100 for the full control effect; mostly tested at two doses, the higher about 12 µM
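Cells expressing the human receptor were seeded at 1500 cells/well, incubated overnight at 37 degrees C in 5% CO2, then exposed to library compounds with dopamine controls for 90 minutes at 37 degrees C before luminescent detection.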
GLP1R ag: GLP-1 receptor (human) agonism | P43220 | HEK293 GLP-1R CRE-luciferase, luminescence, 4-6 h; cells express a hypersensitive GLP-1R form | Potency, µM (highest dose often 45.6 µM), for inactives: at the highest dose activation, most hits filed as activators | actives 0.007% (n = 380,000); note: potency is the fitted concentration of half-maximal effect; % of control where 0% means no effect
TDP43 rescue: inhibitors of TDP-43 toxicity in yeast; AID 652104; actives 1.8% (n = 410,000); TDP-43 expressing yeast growth rescue, BacTiter-Glo, 24 h; Potency, µM (highest dose often 46.1 µM), inactives show at the highest dose growth rescue (activation), hits mostly activators; note: potency is the fitted concentration of half-maximal effect; % of control where 0% means no effect; nearly all actives have a fitted effect of over 50% in size
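Growth rescue of TDP-43-toxic yeast measured as ATP luminescence (BacTiter-Glo). Cells grown to mid-log in raffinose, induced in galactose at OD600=0.02, exposed to compound 24 hr at 30 deg C.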
Active calls of the source: *; i = inactive; ? = inconclusive; . = not tested or not shown; & = joins results of further samples; [ ] = dose if it differs, or a comment. Unless noted, calls come from the whole dose curve; as a rule, active = well fitted curve in the direction sought with a large enough effect; inconclusive = small, poorly fitted or top-dose-only effect, or another doubt; inactive = no such curve, though single readings can be large; an effect the other way counts as inactive or inconclusive. An excerpt; the hit share may differ from the screen's.

nr	mol	D3 ag	HEK293 tox	aSyn yeast inh	PTHR1 ag	D3 antag	KB-V1 cytotox	GLP-1R inv ag	GLP1R ag	TDP43 rescue
1	COc1cccc(/C=C/C(=O)OCC(=O)c2c[nH]c3ccccc23)c1OC	0	-18%	-17%	-37%[inhibitor]	19	-1%	9%	8%	-3%
2	CCc1nc2c(OCC3COc4ccccc4O3)cccn2c1N(C)C(=O)c1ccccc1F (stereo not given)	0	2%	0%	-63%[inhibitor]	7	-13%	?	0%	0%
3	Cc1ccc(C(=O)N/C(=C\c2cccs2)c2nc3ccccc3[nH]2)cc1	-6	1%	-3%	i	?	-1%	-12%	0%	-22%
4	C[C@@H]1CNC(=O)c2c(C(=O)NCC(=O)OC(C)(C)C)ncn21	2	6%	-3%	i	9	4%	5%	-2%	24%
5	N#C/C(=C\c1ccc(OC(=O)c2cccs2)cc1)c1nc2ccccc2[nH]1	-4	-25%	-2%	-29%	-11	?	7%	2%	18%
6	CC(OCCN(C)C)C(=O)C12CC3CC(CC(C3)C1)C2 (stereo not given)	-18	17%	-6%	-3%	-6	1%	?	9%	-4%
7	NC(=O)c1nsc(C(=O)N(c2cccc(F)c2)C(C(=O)NCc2ccccc2)c2ccc(O)cc2)c1N (stereo not given)	-19	-12%	0%	-29%	-2	-16%	?	11%	1%
8	CCOC(=O)c1c(NC(C)=O)sc2c(O)cccc12	0	3%	.	i	35	19%	-3%	0%	2%
9	C=CCN(CC=C)C(=O)C1CCN(Cc2ccc(OCc3ccccc3)cc2)CC1	-7	-5%	-1%	-78%[inhibitor]	43	?	?	12%	6%
10	Cc1ccc(N2C(=O)/C(=C\c3ccc(C(C)C)cc3)N=C2SC2CCOC2=O)cc1 (stereo not given)	-11	2%	-12%	i	?	?	-8%	8%	-13%
11	O=[N+]([O-])c1ccc(N2CCN(c3cccc(Cl)c3)CC2)cn1	-1	-12%	-4%	-27%	-12	0%	-31%	14%	-4%
12	COc1ccc(CNC(=O)CCCn2nc(C)c3c(C)n(-c4ccccc4)nc3c2=O)cc1	6&0	-7%&0%	3%	-3%	5	-1%	15%&-11%	6%	2%&27%
13	COCCCN=C1NN=C(c2cc(C)n(Cc3ccccc3Cl)c2C)CS1	-14	1%[0.307 µM]	-4%	i	-10	1.5µM*	-18%[0.307 µM]	8%	-23%
14	O=C(c1ccccc1O)N1N=C(c2ccccc2)CC1(O)C(F)(F)F (stereo not given)	-3	?	26%	-67%[inhibitor]	11	-11%	?	8%	-20%
15	COc1cc(C(=O)Nc2ccc3c(c2)ncn3C(C)(C)C)cc(OC)c1OC	-2	1%	-1%	-38%[inhibitor]	-11	-4%	17%	7%	7%
16	CCc1nc2ccc(C(=O)Nc3cccc(OCC(=O)N(C)C)c3)cn2c1N(CC)CCOC	1	5%	-3%	i	16	-18%	29%	14%	10%
17	Cc1csc(NC(=S)Nc2cccc(Cl)c2)n1	-3	0.89µM*	1%	-19%	?	?	-69%	-4%	?
18	COc1ccccc1C1CCCN1Cc1nc(-c2ccc(C)s2)oc1C (stereo not given)	9	-1%	0%	-13%	2	?	?	10%	0%
19	C#CCOc1ccc(Br)cc1C(c1c(C)[nH][nH]c1=O)c1c(C)[nH][nH]c1=O	4	-5%	-5%	-24%	22	?	-4%	4%	5%
20	COc1ccc(C2=CN(Cc3ccccc3)CCC2=O)cc1	-12	-5%	-1%	-60%[inhibitor]	-25	19%	-12%	-6%	-17%
21	COc1ccc(CCNc2c(N)n(Cc3ccccc3)c(=O)[nH]c2=O)cc1OC	-1	66%[activator]	5%	-38%[inhibitor][57.5 µM]	-4	2%	13%	14%	2%
22	CCN1C[C@@H]2[C@@H]3C(=O)N(C)C(=O)[C@@H]3[C@](Cc3ccccc3)(C1=O)N2C(=O)c1ccccc1	-7	6%	-4%	i	4	5%	12%	2%	-2%
23	NC(=O)Cc1ccc(C(=O)c2ccc(F)cc2)s1	4	-13%	2%	i	7	-3%	1%	4%	-6%
24	Cc1onc(-c2c(Cl)cccc2Cl)c1C(=O)Nc1ccc(C(N)=O)cc1	11	-2%	6%	-1%	15	6%	-17%	13%	8%
25	COc1ccc(C)cc1NC(=O)c1cc2ccccc2cc1OCC(=O)NCc1ccco1	1	-25%	-13%	i	26	-25%	1%	-2%	11%

Filtered by structure: the compounds so far with a tert-butyl group.
nr	mol	D3 ag	HEK293 tox	aSyn yeast inh	PTHR1 ag	D3 antag	KB-V1 cytotox	GLP-1R inv ag	GLP1R ag	TDP43 rescue
4	C[C@@H]1CNC(=O)c2c(C(=O)NCC(=O)OC(C)(C)C)ncn21	2	6%	-3%	i	9	4%	5%	-2%	24%
15	COc1cc(C(=O)Nc2ccc3c(c2)ncn3C(C)(C)C)cc(OC)c1OC	-2	1%	-1%	-38%[inhibitor]	-11	-4%	17%	7%	7%

Other structures.
nr	mol	D3 ag	HEK293 tox	aSyn yeast inh	PTHR1 ag	D3 antag	KB-V1 cytotox	GLP-1R inv ag	GLP1R ag	TDP43 rescue
26	COc1ccccc1NC(=O)C1=C(C)Nc2nnnn2C1c1ccccc1OC (stereo not given)	2	-1%	6%	0%	0	-20%	6%	-3%	-12%
27	Cn1nc(-c2ccc(Cl)cc2)c2cc(C(=O)NCCN3CCOCC3)sc21	-12	2%	-11%	-17%	-16	?	9%	-6%	-3%
28	c1coc(Cn2c(-c3ccco3)nc3ccccc32)c1	-1	-9%	-10%	-28%[57.5 µM]	-10	-2%	-15%	?	24%
29	Cc1cc(C)nc(CCNC(=O)c2cc(COc3ccc(F)cc3F)on2)n1	2	-1%	-10%	-25%	12	-27%	1%	11%	-22%
30	CCOC(=O)c1c(C)[nH]c(C)c1C(=O)COC(=O)[C@@H](NC(=O)c1ccco1)C(C)C	5	-2%	-3%	-2%	18	-8%	3%	15%	13%
31	O=C(CN1CCCCCC1)Nc1c(Cl)cc(Cl)cc1Cl	7	-2%	-4%	-31%[inhibitor]	-16	-11%	?	-2%	-6%
32	COc1cccc(/C=C2/C(=O)NN(c3ccc(Br)cc3)C2=O)c1O	-2	-22%	4%	-34%[inhibitor]	-1	12%	?	12%	14%
33	CCC(C)NCCOc1ccc(Br)cc1 (stereo not given)	-5	11%	2%	i	-68*	14%	?	-9%	0%
34	Cc1cccc(-n2c(C)c(C)c3c(N)ncnc32)c1	10	-2%	-2%	-6%	18	-10%	93%[activator]	21%	3%
35	N#C/C(=C\c1cccnc1)c1ccccc1[N+](=O)[O-]	-4	-14%	11%	-14%	?	?	?	7%	16%
36	Cc1cc(N2C(=O)C(O)=C(C(=O)c3cc4ccccc4o3)C2c2cccc(Br)c2)no1 (stereo not given)	5	15%	5%	-28%	21	?	-47%	-2%	-12%
37	C#CCOc1ccc(Cl)cc1/C=N/O	3	11%	-13%	?	12	-2%	-4%	9%	-12%
38	Cc1cc(OC(C)C(=O)N2CCN(c3ccc(F)cc3)CC2)c2c(C)cc(=O)oc2c1 (stereo not given)	3	0%	3%	-6%	-3	-24%	6%	-1%	13%
39	Cc1ccc(NC(=O)c2ccc(S(=O)(=O)N3CCOCC3)cc2)cc1	2	10%	8%	-54%[inhibitor]	1	-25%	7%	15%	-8%
40	O=C(OCc1ccc(Cl)cc1)c1cccnc1Cl	4	3%	-9%	-11%	5	-2%	7%	16%	?
41	O=C(NN1C(=O)c2ccc(-c3ccc4c(c3)C(=O)N(NC(=O)c3cccnc3)C4=O)cc2C1=O)c1cccnc1	-2	9%	7%	i	4	?	7%	4%	-21%
42	COc1ccccc1C(=O)Nc1ccc(S(=O)(=O)N2CCN(C)CC2)cc1	-6	-3%	-4%	-12%	-11	-6%	9%	?	-5%
43	Cc1nc([N+](=O)[O-])cn1CC(O)c1ccc(Cl)cc1 (stereo not given)	2	7%	2%	i	6	13%	-4%	5%	18%
44	Cc1cccc(-c2cc3nc(C)cc(N4CC(C)CC(C)C4)n3n2)c1 (stereo not given)	2	-1%	-15%	i	17	-16%	-21%	2%	1%
45	COc1ccc(-c2c(C)cc3oc(=O)cc(-c4ccccc4)c3c2C)cc1C=O	-25	-3%	-9%	-17%	28	0%	?	-2%	-15%
46	Cc1cccc(Oc2ccccc2NC(=O)CSCC(=O)Nc2cc(C)on2)c1	16	2%	-6%	-41%[inhibitor]	5	7.3µM*	?	11%	0%
47	CC(=O)N1CCc2cc(Br)cc(S(=O)(=O)NCCN3CCCCC3C)c21 (stereo not given)	-3	-21%	-8%	i	42	-4%	2%	1%	-9%
48	Cc1ccccc1CCN1CCCC(CN(C)C(=O)C(=O)c2ccco2)C1 (stereo not given)	-31	-13%	2%	i	-12	.	?	-19%	-23%
49	CC(C)(C)N(Cc1ccccc1)C(=O)c1cccs1	2	4%	-1%	-22%	4	-7%	-23%	1%	14%
50	Cc1oc(C(N)=O)nc1-c1ccccc1	9	-1%	-8%	i	-15	?	11%	2%	-7%
51	CCCC1=C([O-])C2N=CC=CC2=[N+](c2ccccn2)C1=O (stereo not given)	5	-3%	-14%	5%	3	1%	3%	-1%	9%
52	Cc1ccc(NC(=O)c2cccc(NC(=O)CCC(=O)O)c2)cc1C	1	-1%	-1%	i	11	7%	17%	-1%	-19%
53	CC1CCN(CCCNC(=O)CCNC(=O)Cn2cnc3ccccc3c2=O)CC1	-6	-9%	1%	i	-11	13%	16%	-2%	-20%
54	N/C(=N\OC(=O)Cc1ccc(-c2ccccc2)cc1)c1ccccn1	13	-14%	-1%	-9%[57.5 µM]	0	3%	?	7%	13µM*
55	CS(=O)(=O)Nc1ccc2c(c1)C(=O)OC2	1	1%	1%	i	9	2%	9%	-16%	3%
56	CN(C)Cc1cc(CN(C)C)c(O)c(CCc2ccccc2)n1	-1	-6%	3%	i	?	1%	-11%	-6%	3%
